ABCB1 inh: inhibitors of human ABCB1 transporter, ABCG2 counter-screen; 190,000 tested, 0.067% active; AID 1326; inhibition, % at 6.6 µM; CCRF-Adr cells, JC-1 efflux, flow cytometry; P08183; in the data active = inhibition above about 40%;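 note: 0% = vehicle and 100% = reference inhibitor; higher value means more JC-1 retained so stronger ABCB1 efflux block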
GSH bead fluor: compound fluoresces at 488/530 nm on GSH beads. fluorescence (KMESF) at 10 µM. GSH beads flow cytometry, compound fluorescence 488/530 nm; hits give high values. AID 1776. 190,000 tested, 0.25% active; in the data active = fluorescence above about 89;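 note: glutathione beads carrying GST-tagged Bcl family fusion proteins plus one bare bead set; values are compound well signal with DMSO vehicle wells as background; inactives centre near 16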
RGS7-Gao reg: human RGS7-Galphao interaction regulation; AID 1439; binding response (% of control), % at 10 µM; Multiplexed bead flow cytometry, RGS7-Galphao binding; actives lie on both sides; 220,000 tested, 0.35% active; in the data active = binding response below about 49% or above about 150%; inconclusive = no clear call, values can overlap the other calls; inactive = in between;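 note: fluorescent Galphao held in activated GDP-AlF4 state binding bead-coupled RGS7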
Target sequence (P09471 whole entry, looked up): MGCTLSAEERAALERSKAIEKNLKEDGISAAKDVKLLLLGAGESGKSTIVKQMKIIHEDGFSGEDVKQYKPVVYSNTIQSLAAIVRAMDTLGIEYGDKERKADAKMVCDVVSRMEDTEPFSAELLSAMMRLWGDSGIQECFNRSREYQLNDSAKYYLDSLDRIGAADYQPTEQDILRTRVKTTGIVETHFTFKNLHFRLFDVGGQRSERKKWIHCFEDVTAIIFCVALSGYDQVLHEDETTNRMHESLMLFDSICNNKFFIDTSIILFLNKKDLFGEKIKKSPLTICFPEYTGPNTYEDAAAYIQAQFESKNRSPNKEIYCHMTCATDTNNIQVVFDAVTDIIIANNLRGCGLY
Bim-Bfl-1: disrupts Bim binding to human Bfl-1; AID 1008; 190,000 tested, 0.12% active; Bead-based flow cytometry, Bim-Bfl-1 binding inhibition; inhibition, % at 10 µM;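 note: 0% = wells without compound plus tracer and 100% = blocker peptide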
Bcl-B Bim block: inhibitors of Bim-Bcl-B interaction, human. 190,000 tested, 0.073% active. inhibition, % at 10 µM. bead-based flow cytometry, Bim peptide-Bcl-B binding. Q9HD36;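 note: 0% = tracer peptide without compound and 100% = reference inhibitor peptide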
ABCG2 inh: blocks JC-1 efflux by human ABCG2 transporter; inhibition, % at 6.6 µM; IgMXP3 cells, flow cytometry; AID 1325; 190,000 tested, 0.1% active;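 active = inhibition above 80%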;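 note: 0% = DMSO and 100% = nicardipine control wells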
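Incubation: cells with compound and JC-1, 10 min at 25 °C, rotating, no wash / Test system: IgMXP3 (ABCG2) plus far-red-tagged CCRF-Adr (ABCB1) cells / Compound dosing: one concentration, 6.6 µM final / Also added: JC-1 fluorescent substrate / Evaluation: efflux inhibition in percent versus controls / Detection: flow cytometry, 530 nm JC-1 signal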
Avidin fluor: avidin bead compound fluorescence profile. Avidin beads, compound fluorescence 488/530 nm, flow cytometry; hits give high values. fluorescence (KMESF) at 10 µM. 220,000 tested, 0.38% active. AID 1775; in the data active = fluorescence above about 47; note: inactives centre near 10
Bim-Bcl-2: disrupts Bim peptide binding to human Bcl-2; P10415; Bead-based flow cytometry, Bim peptide-Bcl-2 binding; inhibition, % at 10 µM; 190,000 tested, 0.06% active; in the data active = inhibition above about 40%; inconclusive = no clear call, values can overlap the other calls;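 note: 0% = no compound wells with probe peptide and 100% = reference peptide inhibitor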
Target sequence (P10415 whole entry, looked up): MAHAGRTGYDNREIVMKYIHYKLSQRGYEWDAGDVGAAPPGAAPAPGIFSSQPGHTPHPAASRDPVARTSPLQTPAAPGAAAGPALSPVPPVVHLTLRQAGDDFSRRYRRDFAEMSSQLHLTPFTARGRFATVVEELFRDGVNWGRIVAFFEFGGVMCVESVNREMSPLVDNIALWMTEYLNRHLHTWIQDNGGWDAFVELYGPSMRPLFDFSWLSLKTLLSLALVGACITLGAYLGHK
Bcl-XL Bim block: inhibitors of Bim-Bcl-XL interaction, human; inhibition, % at 10 µM; 190,000 tested, 0.04% active; AID 1007; Q07817; Bim peptide-Bcl-XL binding, bead flow cytometry, fluorescence
Target sequence (Q07817 whole entry, looked up): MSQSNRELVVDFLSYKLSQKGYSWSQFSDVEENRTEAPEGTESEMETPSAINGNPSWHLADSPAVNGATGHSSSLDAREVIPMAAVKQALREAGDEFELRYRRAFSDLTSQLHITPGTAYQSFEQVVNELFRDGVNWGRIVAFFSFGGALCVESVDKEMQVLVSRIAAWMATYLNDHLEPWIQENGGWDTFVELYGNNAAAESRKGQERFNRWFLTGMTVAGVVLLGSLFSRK
RGS4-Gao reg: human RGS4-Galphao interaction regulation | 220,000 tested, 0.33% active | P09471 | Multiplexed bead flow cytometry, RGS4-Galphao binding; actives lie on both sides | binding response (% of control), % at 10 µM; in the data active = binding response below about 49% or above about 150%; inactive = in between;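 note: fluorescent Galphao activated with aluminum fluoride binding bead-coupled RGS4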
Bim-Bcl-W: disrupts Bim peptide binding to human Bcl-W | Q92843 | bead-based flow cytometry | inhibition, % at 10 µM | 190,000 tested, 0.02% active;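 note: 0% = bound tracer without compound and 100% = peptide blocker; higher means less fluorescent Bim peptide bound to Bcl-W beads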
Target sequence (Q92843 whole entry, looked up): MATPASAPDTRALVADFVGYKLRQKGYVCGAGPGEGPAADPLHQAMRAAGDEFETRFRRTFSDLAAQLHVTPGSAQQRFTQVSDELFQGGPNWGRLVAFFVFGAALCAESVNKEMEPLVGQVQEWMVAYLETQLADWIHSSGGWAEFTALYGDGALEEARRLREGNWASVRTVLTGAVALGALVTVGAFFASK
An asterisk follows results filed as active; ? = inconclusive; nt = not tested or not shown. Cut-off read from the data, not from the text of the source, unless noted: active = inhibition above about 40%.

1. Cc1ccc(Cn2cccc2/C=C2/C(=N)N3C=CSC3=NC2=O)cc1
2. COc1ccc(N(CC(=O)NCc2ccccc2C)S(=O)(=O)c2ccccc2[N+](=O)[O-])c(OC)c1
3. Cc1ccc(C)c(NC(=S)N(CCc2ccncc2)C(C)C)c1
4. CCNS(=O)(=O)c1ccc(S(=O)(=O)N(Cc2ccccn2)C2CCCCC2)cc1
5. O=C(/C=C/c1ccccc1)N1CCN(CCN2C(=O)c3cccc4cccc(c34)C2=O)CC1
6. Cc1ccc(Oc2nnc(-c3ccccc3)c3ccccc23)cc1
7. O=Cc1cccn1-c1nccc(-c2ccco2)n1
8. Cc1cccc(OCC(=O)Nc2cccc(O)c2)c1
screen / no.	1	2	3	4	5	6	7	8
ABCB1 inh	3.5	0.4	0.3	1.0	1.8	1.3	0.2	0.2
GSH bead fluor	28	10	10	43	10	14	14	25
RGS7-Gao reg	99	96	95	96	102	103	?	105
Bim-Bfl-1	-1	3	-7	-10	-2	-2	-6	-1
Bcl-B Bim block	-4	-5	-3	-4	-5	-1	-5	-1
ABCG2 inh	-1	-1	5	4	10	9	8	8
Avidin fluor	9	11	8	8	14	32	13	14
Bim-Bcl-2	-5	2	-3	-5	-2	0	-6	-3
Bcl-XL Bim block	-6	-5	0	-15	-4	-4	0	-3
RGS4-Gao reg	102	94	97	97	106	105	98	106
Bim-Bcl-W	-3	-6	-2	3	-3	-1	-1	1

9. COCC(=O)c1[nH]c2ccccc2c1C
10. Cc1ccc(S(=O)(=O)NC(CC(=O)O)c2ccccc2)c(C)c1 (stereo unspecified)
11. CC(C)CC(=O)Nc1ccc(C(=O)NNC(=S)NC(=O)C2CCCCC2)cc1
12. CCc1n(CC(O)COCC2CC=CCC2)c2ccccc2[n+]1C (stereo unspecified)
13. S=c1nc[nH]c2c1sc1nc(N3CCOCC3)c3c(c12)CCCC3
14. O=C(COC(=O)c1cccs1)c1ccc2ccccc2c1
15. COc1ccc(C(c2c(NC(C)=O)sc3c2CCCC3)N2CCN(CCO)CC2)cc1OC (stereo unspecified)
16. CC(=O)Nc1ccc(S(=O)(=O)N2CCN(Cc3cccc([N+](=O)[O-])c3)CC2)cc1
screen / no.	9	10	11	12	13	14	15	16
ABCB1 inh	0.1	0.8	0.8	0.2	-1.9	-0.3	0.1	1.3
GSH bead fluor	5	36	15	10	17	19	16	15
RGS7-Gao reg	88	99	108	99	77	100	96	?
Bim-Bfl-1	-6	-16	7	-6	6	1	-5	-5
Bcl-B Bim block	-4	-11	-21	-3	-31	-6	-1	0
ABCG2 inh	1	5	4	1	-4	0	0	5
Avidin fluor	7	11	10	11	8	6	8	9
Bim-Bcl-2	-1	-15	1	0	2	2	-2	2
Bcl-XL Bim block	-5	-5	2	-1	-1	-4	-4	1
RGS4-Gao reg	95	100	101	99	100	101	101	97
Bim-Bcl-W	1	0	5	0	2	-4	-3	1

17. O=C1C=CC(O)(c2cc(=O)c3c(O)cc(O)cc3o2)C=C1
18. Cc1ccc(NC(=O)COC(=O)CNC(=O)c2ccc3ccccc3c2)c([N+](=O)[O-])c1
19. O=C(CSCc1ccc(Cl)cc1)NN=C1CCCC1
20. CCn1c(CNC(=O)COc2ccc(C(C)C)cc2)nnc1SCC(=O)Nc1ccccc1C(C)C
21. COc1ccc(CCNC(=O)CSc2nnc(C(C)N(C)C)n2Cc2ccccc2)cc1OC (stereo unspecified)
22. COc1ccccc1NC(=S)NC12CN3CN(CN(C3)C1)C2
23. O=S(=O)(c1ccc(N2CCCC2)nc1)N1CCOCC1
24. Cc1ccc(NC(=O)C2CCN(C(=O)NC3CCCCC3)CC2)c(C)c1
screen / no.	17	18	19	20	21	22	23	24
ABCB1 inh	-0.2	0.4	0.7	2.0	-0.2	-0.2	0.6	1.3
GSH bead fluor	16	8	23	18	16	13	26	21
RGS7-Gao reg	101	97	96	92	105	105	103	102
Bim-Bfl-1	4	-1	0	0	4	-4	-17	0
Bcl-B Bim block	-9	-3	0	-5	-3	-5	-7	-3
ABCG2 inh	3	4	5	7	2	0	5	1
Avidin fluor	10	1	12	15	8	9	13	6
Bim-Bcl-2	0	-3	3	-2	-2	-1	-9	-1
Bcl-XL Bim block	-5	-2	0	-1	0	-4	-7	-4
RGS4-Gao reg	99	94	98	97	100	105	102	101
Bim-Bcl-W	0	-2	-3	-3	2	-1	0	0

25. CCNC(=O)CC1C(=O)N(c2ccccc2)C(=O)N1CCC(C)C (stereo unspecified)
26. CC(C)(C)C(=O)Nc1nc(=S)ss1
27. COc1ccc(/C(O)=C2\C(=O)C(=O)N(c3cc(C)on3)C2c2ccccc2OC)cc1C (stereo unspecified)
28. COc1cccc(CNC(=O)c2cc3ccccn3n2)c1
29. Cc1cccc2cc(C#N)c(NCCNC(=O)NC3CCCCC3)nc12
30. C#CC(CC)(CC)NC(=O)NC1CCCCC1
31. Cc1ccc2nc(NC(=O)C3CCN(S(=O)(=O)c4cc([N+](=O)[O-])ccc4Cl)CC3)sc2c1
32. COC(=O)Cc1cc(=O)oc2cc(O)ccc12
screen / no.	25	26	27	28	29	30	31	32
ABCB1 inh	0.1	0.7	0.0	0.6	0.1	40	-0.5	0.5
GSH bead fluor	32	57	14	26	12	12	5	20
RGS7-Gao reg	103	95	102	101	95	104	91	105
Bim-Bfl-1	-15	0	-7	2	0	-7	0	-2
Bcl-B Bim block	-4	-25	-6	1	1	-2	-6	-1
ABCG2 inh	1	3	0	5	1	30	-5	2
Avidin fluor	15	4	24	5	32	7	10	12
Bim-Bcl-2	-6	-9	-9	5	0	0	0	1
Bcl-XL Bim block	-7	5	-8	4	-3	-5	-4	-2
RGS4-Gao reg	105	90	100	100	96	103	90	101
Bim-Bcl-W	0	-1	-2	2	-3	-2	-3	0

33. O=C(COc1ncnc2ccccc12)NCCC1=CCCCC1
34. COC(=O)c1ccc(CNC(=O)COC(=O)CC23CC4CC(CC(Br)(C4)C2)C3)cc1
35. CCOc1ccccc1OCC(=O)NCc1ccco1
36. O=C(CSc1nnc(-c2ccncc2)n1-c1ccc(Cl)cc1)NCc1cccs1
37. COc1ccc(C(=O)N2c3ccccc3C=CC2C#N)cc1 (stereo unspecified)
38. O=C(NCCN1C(=O)S/C(=C\c2ccc(OC(F)F)cc2)C1=O)c1cnccn1
39. C=CCn1c(=N)c(C(=O)NCCCOC)cc2c(=O)n3ccccc3nc21
40. COc1cc(CNCc2ccncc2)cc(Br)c1OCc1ccccc1F
screen / no.	33	34	35	36	37	38	39	40
ABCB1 inh	0.2	0.2	0.9	1.2	0.4	nt	0.3	1.8
GSH bead fluor	9	6	30	8	19	9	4	78
RGS7-Gao reg	103	103	101	97	102	107	94	92
Bim-Bfl-1	-10	-1	-15	-2	-2	-2	-4	-5
Bcl-B Bim block	-7	-3	-9	0	-6	-5	0	-2
ABCG2 inh	1	-1	2	6	6	6	2	7
Avidin fluor	9	3	14	29	11	16	8	10
Bim-Bcl-2	-10	-4	-4	1	-5	-2	0	-4
Bcl-XL Bim block	-6	-2	-9	0	-10	-2	-1	-3
RGS4-Gao reg	102	101	103	96	99	101	100	91
Bim-Bcl-W	-2	0	-1	-3	-4	-1	8	-2

Compound profiles, from the list above. Values in the order: ABCB1 inh	GSH bead fluor	RGS7-Gao reg	Bim-Bfl-1	Bcl-B Bim block	ABCG2 inh	Avidin fluor	Bim-Bcl-2	Bcl-XL Bim block	RGS4-Gao reg	Bim-Bcl-W
Results for O=C(CSc1nnc(-c2ccncc2)n1-c1ccc(Cl)cc1)NCc1cccs1 → 1.2	8	97	-2	0	6	29	1	0	96	-3
Results for COc1ccc(C(=O)N2c3ccccc3C=CC2C#N)cc1 (stereo unspecified) → 0.4	19	102	-2	-6	6	11	-5	-10	99	-4
Results for COc1cc(CNCc2ccncc2)cc(Br)c1OCc1ccccc1F → 1.8	78	92	-5	-2	7	10	-4	-3	91	-2
Results for COC(=O)c1ccc(CNC(=O)COC(=O)CC23CC4CC(CC(Br)(C4)C2)C3)cc1 → 0.2	6	103	-1	-3	-1	3	-4	-2	101	0
Results for O=C(COc1ncnc2ccccc12)NCCC1=CCCCC1 → 0.2	9	103	-10	-7	1	9	-10	-6	102	-2

(next part)
41. CC(C)(C)OC(=O)N1CCC(C(=O)N2CCC[C@H]2C(=O)O)CC1
42. CCOc1ccc(CNCCNC(=O)c2nonc2N)cc1
43. CC1(C)C2C/C(=N\O)C(C)(/[N+]([O-])=C/c3cccc([N+](=O)[O-])c3)CC21 (stereo unspecified)
44. Cc1ccccc1C(=O)NC1CCN(Cc2ccccc2)CC1
45. Cc1cc(NC(=O)CCN2C(=O)C3C4CCC(C4)C3C2=O)c(C)cc1Br (stereo unspecified)
46. CCOc1ccccc1NC(=O)Nc1cc(C(=O)O)ccc1C
47. O=C1NC(=S)S/C1=C\c1ccc(SCc2ccco2)o1
48. Cc1ccn2cc(C(=O)NCc3ccco3)nc2c1
screen / no.	41	42	43	44	45	46	47	48
ABCB1 inh	0.3	0.0	0.1	0.7	-0.3	0.1	0.0	1.3
GSH bead fluor	13	12	18	15	6	21	8	21
RGS7-Gao reg	98	102	?	106	96	103	90	102
Bim-Bfl-1	-12	-14	-3	-9	-1	-6	20	-2
Bcl-B Bim block	-5	-8	-2	-5	2	-3	-8	-6
ABCG2 inh	4	0	0	2	0	0	-2	13
Avidin fluor	7	25	7	10	20	10	2	7
Bim-Bcl-2	-9	-6	-2	-4	-1	-3	11	-2
Bcl-XL Bim block	-8	-7	-5	-3	0	-3	-6	0
RGS4-Gao reg	100	103	99	103	99	100	94	98
Bim-Bcl-W	0	-2	-1	-1	-2	-1	7	2

49. O=C(CSc1nncs1)Nc1ccc(S(=O)(=O)N2CCCC2)cc1
50. Cc1cc(C)nc(NC(=O)C2c3ccccc3Oc3ccccc32)n1
51. Cc1ccc(NC(=S)N/N=C2\CC3CC=CC23)c(C)c1 (stereo unspecified)
52. COc1ccc(CCNC(=O)CSc2ccccc2)cc1OC
53. CCN1C(=O)N(C)C(N(O)C(=O)NC)C1(C)C (stereo unspecified)
54. CN(C)S(=O)(=O)c1cc(NC(=O)CN2CCN(c3ccccc3F)CC2)ccc1Cl
55. CC(C)(C)NC(=O)Cn1nnc(-c2ccc(S(C)(=O)=O)cc2)n1
56. COc1ccccc1NC(=O)NCCCN1CCN(c2cccc(Cl)c2)CC1
57. CCOC(=O)C1=C(C)N2C(=C(C#N)[C@@H]1c1ccc(C(=O)OC)cc1)SC[C@@]2(O)C(C)(C)C
screen / no.	49	50	51	52	53	54	55	56	57
ABCB1 inh	0.1	0.1	-0.5	0.2	-0.2	0.8	0.0	-1.6	1.6
GSH bead fluor	8	11	17	13	8	10	26	19	6
RGS7-Gao reg	97	100	105	97	102	100	94	100	100
Bim-Bfl-1	-9	-8	6	-13	-9	-4	-2	-10	-2
Bcl-B Bim block	-9	-2	-48	-9	-3	-2	2	-4	-7
ABCG2 inh	2	3	0	5	0	1	7	-1	4
Avidin fluor	23	11	4	11	8	5	6	9	8
Bim-Bcl-2	-3	-4	-3	-10	2	-3	2	-9	-8
Bcl-XL Bim block	-5	-3	-11	-5	-1	-2	0	-1	-6
RGS4-Gao reg	102	103	104	98	109	101	98	104	98
Bim-Bcl-W	-1	0	-5	-4	2	-3	0	2	-4

Assay outcomes deposited in PubChem by NMMLSC.
